# LYP inhibition = PTPN22 lymphoid phosphatase activity blockers – biochemical, fluorescence intensity, uHTS (AID 1779). recombinant LYP phosphatase, fluorescence intensity; higher % means a stronger effect. inhibition, % at 11.5 µM; hits with a dose series show IC50 in µM. 0.054% of 290,000 active; in the data active means inhibition above about 50%;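 further: plate controls were vehicle with enzyme for no effect and no enzyme for full effect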
# The depositor's hits bear a star. The list is partial; count on the stated rates, not on these rows.
LYP inhibition	canonical_smiles
-2%	COc1ccc(S(=O)(=O)Oc2ccc(C(=S)N3CCOCC3)cc2OC)cc1
-6%	CC(OC(=O)c1cccs1)C(=O)NCCc1ccccc1 (configuration not stated)
-7%	O=C(Nc1ccc(Br)cc1F)c1ccc2nsnc2c1
-5%	COc1cccc(N2CCc3c(C)nc4ccc(Cl)cc4c32)c1
2%	O=C(Cc1ccccc1)Nc1ccnn1C1CCN(Cc2ccc(CO)o2)CC1
0%	O=C(O)c1ccc(C2Nc3ccccc3C(=O)N2Cc2ccccc2)cc1 (configuration not stated)
-5%	COc1cc2c(cc1OC)CN(S(=O)(=O)/C=C/c1ccccc1)CC2
-6%	CCOC(=O)N1CCN(CC(O)COc2ccc(C)c(C)c2)CC1 (configuration not stated)
-11%	O=C(CN1CCCCC1)Nc1nc(-c2ccc(F)c(F)c2)cs1
-5%	CCOC(=O)C(CC(=O)O)=C(c1ccccc1)c1ccccc1
-9%	C[C@H]1CN(Cc2ccccc2)C(=O)[C@@H]1CC(=O)NCc1ccccc1
1%	COc1ccc(CNc2ccc([N+](=O)[O-])cn2)cc1

# (further entries)
LYP inhibition	canonical_smiles
-6%	COc1ccc(-c2cnn3cc(-c4cccc(Cl)c4)cnc23)cc1
-2%	COc1cc2c(cc1OC)C(C)N(C(=O)[C@@H](NC(=O)c1ccccc1)C(C)C)CC2 (some centres not stated)
-12%	COc1ccc(Cl)cc1S(=O)(=O)NC(C)C(=O)NCc1cccnc1 (configuration not stated)
-3%	O=S(=O)(NNC(=S)Nc1ccc(S(=O)(=O)Nc2ncccn2)cc1)c1ccc(Br)cc1
-10%	Cc1c(C)c2cc(Cl)c(OC(C)C(=O)NCCN3CCOCC3)cc2oc1=O (configuration not stated)
-5%	O=C1CCC(C(=O)N(CCO)Cc2ccccc2)CN1CC1CCCCC1 (configuration not stated)
-6%	COc1ccc(C(C)NC(=O)Nc2ccc(C(C)=O)cc2)cc1OC (configuration not stated)
-8%	Cc1ccccc1C(=O)N1CCN(c2ccc(NC(=O)Cc3ccccc3)cc2)CC1
-3%	CCOc1ccc(C(=O)Nc2cccc(-n3cnnn3)c2)cc1OCC
-6%	CC1CCC2(CC1)NC(=O)N(CC(=O)c1ccc3c(c1)OCO3)C2=O (configuration not stated)
-4%	CC(=O)c1ccc(Nc2nc3ccccc3nc2NS(=O)(=O)c2cccs2)cc1
2%	Cc1cc(C(=O)CSc2ccc(F)cc2)cc(C)c1O

# Next part
LYP inhibition	canonical_smiles
-3%	COc1ccc(CNC(=O)CC2(CC(=O)O)CCCCC2)cc1
-6%	CN(Cc1c(F)cccc1Cl)C(=O)c1ccc2ccccc2n1
0%	Cc1ccc(CNC(=O)c2ccc(N3CCC4(CC3)CC(c3ccccc3)=NO4)c(NC(=O)c3ccc(Br)cc3)c2)cc1
-5%	O=c1cc(-c2ccccc2)nc2cc(-c3ccc(Br)cc3)[nH]n12
-10%	O=C1CN(C(=O)/C=C/c2cc(Br)ccc2F)CCN1
4%	CCOc1ccc(N2CC(C(=O)Nc3nnc(C4CCCCC4)s3)CC2=O)cc1 (configuration not stated)
-4%	CCCSc1nnc(N2C(=O)C(O)=C(C(=O)c3ccco3)C2c2ccccc2F)s1 (configuration not stated)
-4%	CN(CC(=O)Nc1cccc(F)c1)C(=O)CSc1ccccc1F
-7%	O=C(CN1C(=O)COc2ccccc21)N1CCCC1
-7%	O=C(O)c1ccc(-n2nncc2-c2ccccc2)cc1
-8%	COc1ccc(-c2cc(C(=O)Nc3cccnc3Cl)no2)cc1
-16%	Cc1ccc(NC(=O)c2ccccc2SCC(=O)N2CCCC2)cc1S(=O)(=O)N(C)C

# Remaining list, next part:
LYP inhibition	canonical_smiles
-8%	O=S(=O)(c1cccc(-c2cn3ccccc3n2)c1)N1CCCCC1
-4%	COc1cc(NC(=O)CN2CCN(CC(=O)Nc3ccccc3OC)CC2)cc(OC)c1
-7%	CCOc1cccc(C(c2c(C)n(C)n(-c3ccccc3)c2=O)c2c(C)n(C)n(-c3ccccc3)c2=O)c1OC
-14%	CC[C@H](C)[C@H](NC(=O)CNC(=O)COc1cc2c(c3oc(=O)cc(C)c13)CCC(C)(C)O2)C(=O)O
-5%	O/N=C\c1cnc(N2CCN(c3ccccc3)CC2)s1
-6%	CC(=O)NS(=O)(=O)c1ccc(NC(=O)CCC(=O)Oc2ccc(C)cc2)cc1
-1%	CC(C)NC(=O)N1CC(c2ccccc2)C(c2ccc(Cl)cc2)=N1 (configuration not stated)
-11%	CCCCOc1ccc(Cc2c(O)nc(SC)[nH]c2=O)cc1
-2%	O=C(CSc1nnc(-c2ccc(F)cc2)o1)N1CCCC1
-5%	CCc1ccc(-c2cc(C)no2)cc1S(=O)(=O)N1CCN(c2ccccc2F)CC1
-3%	C=CCSc1nc2sc3c(c2c(=O)n1-c1ccc(C)cc1)CCN(C)C3
-2%	COc1cccc(-n2nnnc2SCC(=O)NC2CCCCC2)c1

# The listing continues.
LYP inhibition	canonical_smiles
-6%	O=S1(=O)N=C(N(CCO)/N=C/c2ccc(Cl)cc2)c2ccccc21
-9%	CC(C)CNC(=O)c1ccc2c(c1)C(=O)N(C1CCCCC1)C2=O
-2%	O=[N+]([O-])c1ccc(NCc2ccccc2N2CCC(CO)CC2)nc1
-8%	O=C(CS(=O)CC(=O)Nc1cccnc1)Nc1ccc(F)cc1 (configuration not stated)
-11%	COc1ccc(CCNC(=O)CCC(=O)NC2CCCC(C)C2C)cc1OC (configuration not stated)
-11%	CC1CCN(S(=O)(=O)c2ccc3c(ccn3CC(=O)O)c2)CC1
-8%	COc1cccc(OC)c1C(=O)Nc1ccccc1C(=O)N1CCCCCC1
-10%	COc1cc(S(=O)(=O)NCc2ccccn2)ccc1Cl
-4%	COc1cc(/C=N/N2CCN(c3ccccc3)CC2)ccc1OC(C)=O
-12%	COc1cccc(N(CC(=O)NC2CCCC2)C(=O)CCCC(=O)Nc2ccccn2)c1
-8%	COc1ccc(C(=O)NC(C)c2csc(C)n2)cc1OC1CCN(C(C)=O)CC1 (configuration not stated)
0%	Cc1c(C(=O)Nc2cccnc2Cl)oc2ccccc12

# (cont.)
LYP inhibition	canonical_smiles
-9%	CC(=O)Nc1ccc(NC(=O)CS(=O)(=O)c2cn(CC(=O)N3CCCCC3)c3ccccc23)cc1
-11%	Cc1oc(-c2ccccc2F)nc1CSCC(=O)NC1CCCC1
-8%	CCOc1ccc(S(=O)(=O)N(CC)CC(=O)NCc2cccnc2)cc1
-6%	O=C(c1ccc(OC2CCN(Cc3ccc(C(F)(F)F)cc3)CC2)cc1)N1CCCCC1
-6%	Cc1cccc(NC(=O)CCC(=O)Nc2nnc(C3CCCCC3)s2)c1
-3%	COc1ccc(CNC(=O)C2CCCN(S(=O)(=O)c3ccc(-n4cnnn4)cc3)C2)cc1 (configuration not stated)
-8%	COc1ccc(NS(=O)(=O)c2ccc3c(c2)NC(=O)CCS3)cc1Cl
-7%	Cc1c(C)c2ccc(OCC(=O)Nc3ccccn3)c(C)c2oc1=O
-7%	Cc1cccc(C(=O)NCC2CCN(C(=O)c3cccc(C)c3)CC2)c1
-5%	O=C(COc1ccc2c(c1)OCO2)Nc1ccc(Cl)cn1
-10%	O=C(N/N=C/c1ccc(OC(=O)c2ccccc2Cl)cc1)c1ccc(O)cc1
-3%	CCc1nnc(NC(=O)CCNC(=O)c2ccco2)s1

# (next part)
LYP inhibition	canonical_smiles
-6%	O=S(=O)(c1ccccc1)c1nc(Cc2ccccc2)oc1N1CCOCC1
-10%	COc1ccc(NC(=S)Nn2cnnc2)c(OC)c1
-12%	CC(=O)Nc1cccc(NC(=O)C(C)N2c3cccc4cccc(c34)S2(=O)=O)c1 (configuration not stated)
-3%	O=C(Nc1cc(Br)c(O)c(Br)c1)c1cccc(NC(=O)c2ccco2)c1
-10%	CCS(=O)(=O)c1ncc(CO)n1CCc1ccccc1
-14%	O=C(CBr)Nc1c2c(nn1-c1ccccc1)CSC2
-10%	Cn1nnc(NC(=S)NC(=O)c2cccc3ccccc23)n1
-11%	CCOC(=O)c1ccc(NC(=O)NNS(=O)(=O)c2cc(OC)ccc2OC)cc1
-9%	Cc1c(C)n(CCc2ccccc2)c2ncnc(NN)c12
-5%	O=S(=O)(/C=C/c1ccccc1)N1CCNCC1
-7%	O=C(Oc1ccccc1C(=S)N1CCOCC1)c1ccccc1
-6%	Cc1c(OCC(=O)NCC(O)c2ccccc2)ccc2c(-c3ccccc3)cc(=O)oc12 (configuration not stated)

# Additional entries.
LYP inhibition	canonical_smiles
-2%	COc1ccccc1CC(=O)N1CCN(c2cccc(Cl)c2)CC1
-2%	CC1CCN(c2ccc(NC(=O)c3ccc(Br)o3)cc2)CC1
-4%	CN1CCN(c2nc(-c3ccc(Cl)cc3)cc(=O)[nH]2)CC1
-4%	Cc1nn(CC(=O)Nc2ccc(N3CCOCC3)cc2)c(C)c1Cl
0%	S=C(Nc1cccnc1)N1CCc2ccccc21
-9%	COc1ccc(NC(=O)c2cc(=O)c3ccccc3o2)cc1Cl
-6%	COc1ccccc1CN1CC(C(=O)NCCc2cn[nH]c2)CCC1=O (configuration not stated)
-6%	CCc1c(C)sc(NC(=O)Cc2ccccc2OC)c1C(=O)N1CCOCC1
-3%	O=C(c1cccs1)N1CCCC(N2CCN(c3cccc(C(F)(F)F)c3)CC2)C1 (configuration not stated)
-2%	CSc1ccccc1C(=O)N1CCC(CCC(=O)NC2CC2)CC1
-5%	CCOc1ccc(S(=O)(=O)N(C)CC(=O)NCc2ccc3c(c2)OCO3)cc1
-7%	COc1ccc(NC(=O)Nn2cnnc2)cc1OC

# Next compounds follow:
LYP inhibition	canonical_smiles
-12%	CCc1nnc(NC(=O)CSc2nc(C)nc3c2c(=O)n(C)c(=O)n3C)s1
-1%	COc1ccccc1N1CCN(C(=O)c2ccc3c(=O)n(Cc4ccc5c(c4)OCO5)c(=O)[nH]c3c2)CC1
-11%	O=C(NCC(=O)N1CCCCC1)c1ccc(Br)o1
-2%	COc1cc(C2C(C#N)=C(N)N(N(C)C)C3=C2C(=O)CCC3)ccc1O (configuration not stated)
-1%	CC(C)Cc1nnc(NC(=O)CCC(=O)Nc2ccccc2)s1
0%	COCCCn1c(-c2cccc(Cl)c2)nc2c1c(=O)[nH]c(=O)n2Cc1ccccc1
-12%	COc1cc(CC(=O)N(C)CC(=O)Nc2cc(C)ccc2C)cc(OC)c1OC
-5%	CSc1nnc(N2C(=O)C(O)=C(C(=O)c3ccco3)C2c2cccc(Cl)c2)s1 (configuration not stated)
-4%	C/C(=N/NC(=O)c1ccc(Cl)s1)c1cccnc1
-8%	O=C(N/N=C/c1ccccc1O)C(=O)N1CCCCCC1
-4%	O=C(N/N=C/c1cccs1)c1[nH]ncc1Br
-9%	CS(=O)(=O)N1N=C(c2ccco2)CC1c1ccco1 (configuration not stated)

# (more compounds)
LYP inhibition	canonical_smiles
-7%	Cc1cc(C)cc(OCCN2CCOCC2)c1
-10%	COc1cc(C)c(C(C)C)cc1S(=O)(=O)NC1CC(C)(C)NC(C)(C)C1
-8%	O=C1CC(N2CCN(c3ccccc3)CC2)C(=O)N1c1ccc(Cl)cc1 (configuration not stated)
-9%	N#CCc1ccc(NC(=O)c2cc(S(=O)(=O)N3CCOCC3)ccc2Cl)cc1
-12%	COCCCNC(=O)CN1C(=O)CSc2ccc(S(=O)(=O)N3CCOCC3)cc21
-10%	COc1ccc(C2NC(=O)CCC2[N+](=O)[O-])c(OC)c1OC (configuration not stated)
-6%	CCOc1ccc(CN2CCN(C(=O)c3cccc4ccccc34)CC2)cc1
-4%	CN(CC(=O)Nc1ccc(N2CCOCC2)cc1)C(=O)c1cc(S(=O)(=O)N(C)C)ccc1Cl
-5%	NC(=O)c1cc(S(=O)(=O)N2CCN(c3ccc([N+](=O)[O-])cc3)CC2)cs1
-3%	CC1CN(C(=O)CCC(=O)NCc2ccccn2)c2ccccc2O1 (configuration not stated)
-4%	CNC(=S)N(CCO)Cc1cc2cc3c(cc2[nH]c1=O)OCCO3
-4%	Cc1ccc(S(=O)(=O)NCc2ccc(C(=O)N3CCN(c4ccc([N+](=O)[O-])cc4)CC3)cc2)cc1

# A different layout for 16 compounds above:
SMILES	LYP inhibition
C/C(=N/NC(=O)c1ccc(Cl)s1)c1cccnc1	-4%
O=C(N/N=C/c1ccccc1O)C(=O)N1CCCCCC1	-8%
O=C(N/N=C/c1cccs1)c1[nH]ncc1Br	-4%
CS(=O)(=O)N1N=C(c2ccco2)CC1c1ccco1 (configuration not stated)	-9%
Cc1cc(C)cc(OCCN2CCOCC2)c1	-7%
COc1cc(C)c(C(C)C)cc1S(=O)(=O)NC1CC(C)(C)NC(C)(C)C1	-10%
O=C1CC(N2CCN(c3ccccc3)CC2)C(=O)N1c1ccc(Cl)cc1 (configuration not stated)	-8%
N#CCc1ccc(NC(=O)c2cc(S(=O)(=O)N3CCOCC3)ccc2Cl)cc1	-9%
COCCCNC(=O)CN1C(=O)CSc2ccc(S(=O)(=O)N3CCOCC3)cc21	-12%
COc1ccc(C2NC(=O)CCC2[N+](=O)[O-])c(OC)c1OC (configuration not stated)	-10%
CCOc1ccc(CN2CCN(C(=O)c3cccc4ccccc34)CC2)cc1	-6%
CN(CC(=O)Nc1ccc(N2CCOCC2)cc1)C(=O)c1cc(S(=O)(=O)N(C)C)ccc1Cl	-4%
NC(=O)c1cc(S(=O)(=O)N2CCN(c3ccc([N+](=O)[O-])cc3)CC2)cs1	-5%
CC1CN(C(=O)CCC(=O)NCc2ccccn2)c2ccccc2O1 (configuration not stated)	-3%
CNC(=S)N(CCO)Cc1cc2cc3c(cc2[nH]c1=O)OCCO3	-4%
Cc1ccc(S(=O)(=O)NCc2ccc(C(=O)N3CCN(c4ccc([N+](=O)[O-])cc4)CC3)cc2)cc1	-4%

# New compounds follow:
LYP inhibition	canonical_smiles
-5%	Cc1ccc(N(CC(=O)NCc2ccc(Cl)cc2)S(C)(=O)=O)cc1
-4%	CC(C)c1ccc(NC(=O)CN2CCN(c3ccccn3)CC2)cc1
-5%	Cc1cc(C)cc(C(=O)NC(CC(N)=O)c2ccc(NC3CCCCCCC3)c([N+](=O)[O-])c2)c1 (configuration not stated)
-1%	COc1ccccc1P(=O)(c1ccccc1)c1ccc([N+](=O)[O-])cc1 (configuration not stated)
-8%	CCCc1nnc(SCC(=O)Nc2nc(C)cs2)n1CCOC
-4%	Cc1ccc(OCCCC(=O)Nc2ccc(S(=O)(=O)Nc3cc(C)nc(C)n3)cc2)cc1
-9%	CC(=O)Nc1ccc(S(=O)(=O)c2cc(O)ccc2O)cc1
-7%	O=C(NC(=S)Nc1ncccn1)c1ccccc1Br
-5%	O=C(Nc1cccc2ccccc12)c1ccc([N+](=O)[O-])o1
